# 3CLpro inhibitor – SARS-CoV 3CLpro protease inhibition; P0C6X7; recombinant SARS-CoV 3CLpro, quenched FRET peptide cleavage; inhibition, % at 6 µM; 290,000 tested, 0.14% active; AID 1706; in the data active = inhibition above about 12%
# DUSP3 inh – DUSP3 (human) phosphatase inhibition | P51452 | recombinant VHR phosphatase, pNPP absorbance | inhibition, % at 13.3 µM | 290,000 tested, 0.52% active; in the data active = inhibition above about 50%; note: some compounds called inactive have numbers as strong as hits
# SSB-PriA inh – inhibitors of Klebsiella pneumoniae PriA binding to SSB C-terminal tail | AID 1272365 | 430,000 tested, 0.6% active | AlphaScreen SSBct-PriA binding, biotinylated peptide | inhibition, % at 33 µM; in the data active = inhibition mostly above about 37%, no sharp cut-off; inactive = mostly below about 20%;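 note: plate controls were negative control peptide for no effect and reference peptide for full effect; strong numbers were not always called active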
# MazF activator – increases E. coli MazEF RNase cleavage of RNA; FAM/BHQ RNA-DNA oligo cleavage fluorescence, 5 h; AID 504720; 350,000 tested, 0.32% active; P0AE70; activation, % at 20 µM; in the data active = activation above about 50%
# Rv3671c inh – inhibits the M. tuberculosis serine protease Rv3671c; inhibition, % at 5.96 µM; 320,000 tested, 0.048% active; P9WHR9; in the data active = inhibition above about 38%;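 note: extracellular domain of Rv3671c used as enzyme; 0% = enzyme with DMSO and 100% = no enzyme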
# Vc quorum ag – quorum light induction in luxS cqsA deficient V. cholerae. V. cholerae BH1578 lux reporter, luminescence, 6 h. activation, % at 18.7 µM. 350,000 tested, 0.16% active; in the data active = activation mostly above about 9.7%, no sharp cut-off; inconclusive = no clear call, values can overlap the other calls; inactive = mostly below about 3.7%; note: not every result past the cut was called active; inactives centre near 0; reference of the scale not given here
# TcdB GH inh – TcdB glycohydrolase inhibition. inhibition, % at 9.99 µM. 350,000 tested, 0.24% active. TcdB glycohydrolase enzymatic assay, plate reader; in the data active = inhibition above about 10%
# Yp Topo-I inh – Y. pestis Topo-I inhibition via cleavage products; Y. pestis Topo-I cleavage product accumulation, plate reader; activity, % at 10 µM; 360,000 tested, 0.064% active; in the data active = activity above about 50%, passing the limit was not always enough; inconclusive = no clear call, values can overlap the other calls; note: inactives centre near 2
# PfHsp40 rescue – compounds rescuing yeast from Plasmodium falciparum HSP40 toxicity | S. cerevisiae expressing PfHsp40, growth rescue, ATP luminescence | growth rescue, % at 12.5 µM | 340,000 tested, 0.68% active; in the data active = growth rescue above about 28%, passing the limit was not always enough; inconclusive = no clear call, values can overlap the other calls;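 note: yeast W303a lacking pdr1 and pdr3 grown in galactose medium; growth measured after three days at 30 °C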
# Anthrax LF inh2 – anthrax lethal factor protease inhibition | inhibition, % at 10 µM | P15917 | multiplex microsphere protease cleavage assay, LF | 360,000 tested, 0.12% active; in the data active = inhibition above about 30%; inconclusive = no clear call, values can overlap the other calls; note: plate controls were buffer without enzyme for full effect and enzyme alone for no effect
# Active calls of the source: *; i = inactive; ? = inconclusive; . = no result given; & = joins results of further samples.
# Every second line gives: 3CLpro inhibitor, DUSP3 inh, SSB-PriA inh, MazF activator, Rv3671c inh, Vc quorum ag, TcdB GH inh, Yp Topo-I inh, PfHsp40 rescue, Anthrax LF inh2
(1) Cc1nnsc1C(=O)Nc1cccc(Cl)c1Cl
 : -6.6, 44.8, -12.6, 1.6, -0.7, -0.3, ., -4.4, 1.3, -13.3
(2) CCC1CCC2(CC1)NC(=O)N(CC(=O)Nc1cccc(S(=O)(=O)N(C)c3ccccc3)c1)C2=O (stereo not given)
 : ., ., -2.7, 2.3, -21.2, i, 1.2, -3.2, 1.7, 0.0
(3) COc1ccccc1NC(=O)C(=O)N/N=C/c1ccc([N+](=O)[O-])s1
 : 3.9, 38.0, ., 19.1, ., -0.3, -0.3, -3.0, -1.3, 0.4
(4) CN1CCN(C(=O)c2c(O)c3cccc4c3n(c2=O)CC4)CC1
 : -3.5, 17.9, -10.9, 1.2, -10.8, i, ., -4.5, 0.9, -8.4
(5) COc1ccccc1CN1C(=O)CCC1(C)C(=O)NCc1cccnc1 (stereo not given)
 : 0.2, -7.4, -14.2, 1.2, 4.3, -0.3, ., 5.5, 0.9, -5.9
(6) CC(C)(C)NC(=O)CSc1nncn1NCc1c(Cl)cccc1Cl
 : -4.9, 8.7, -17.1, -1.1, -6.5, -0.7, ., -0.2, -0.2, 6.3
(7) C[C@H]1CN=C(Nc2ccccc2)N1CCCC1CCCCC1
 : 3.6, 1.1, 13.9, 6.9, -1.8, -5.0, 0.7, 0.8, -0.6, -0.1
(8) C=CCOc1c(Cl)cc(C2NC(=O)NC(C)=C2C(=O)OC)cc1Cl (stereo not given)
 : 0.7, -0.2, -14.3, 4.0, -11.2, i, -0.5, -4.7, 0.1, -5.5
(9) CCCCN(CCCC)/C(N)=N/c1nc(C)cc(C)n1
 : 4.5, 39.3, ., 11.3, -0.9, -0.4, 0.2, -4.7, -0.1, -4.8
(10) O=C(NNc1cccc(Cl)n1)c1ccc(Cl)nc1
 : -4.4, 2.9, 2.8, -4.5, -6.4, -3.6, -5.5, -3.0, -0.5, 1.1
(11) O=C(c1ccc(CS(=O)Cc2ccccc2Cl)o1)N1CCN(C2CCCCC2)CC1 (stereo not given)
 : 3.9, -25.6, 4.4, 5.5, 0.6, -0.4, 0.5, 18.9, -1.7, 1.4
(12) COc1ccc(Oc2nnnn2-c2ccccc2)cc1
 : -0.2, 3.3, -7.7, -3.4, 3.5, 1.3, -0.4, -0.7, -1.0, -2.9
(13) Cc1ccc(Cn2nc(C)c(NC(=O)c3cc(-c4ccc5c(c4)OCO5)on3)c2C)cc1
 : 1.0, 33.8, -11.0&-3.1, -36.2, -13.9, ., ., ., ., .
(14) Nc1nc[nH]c(=O)c1N=Cc1ccccc1
 : 4.5, 35.5, -8.7, 13.4, -3.0, i, 0.4, -7.2, -0.1, 1.5
(15) COc1cccc(NC(=O)c2ccccc2-c2nc(-c3ccccc3)no2)c1
 : 3.0, 8.6, 7.3, 0.5, -22.7, 3.6, ., 18.3, ?, -0.3
(16) Cc1ccc(CSc2ccc(S(=O)(=O)N3CCOCC3)cn2)cc1
 : ., ., -1.9, -3.3, 4.2, 0.3, 1.0, 6.9, -0.8, .
(17) O=C(NCc1nnc2c3ccccc3c(-c3ccccc3)nn12)c1ccc(Cl)cc1
 : 3.5, 14.1, 3.5, -14.5, 0.5, -1.4, 0.8, 34.5, 0.1, -0.9
(18) O=C(CSc1nc(-c2ccco2)cc(C(F)(F)F)n1)N1CCN(c2cccc(Cl)c2)CC1
 : 5.1, -11.8, -9.1, -6.9, -11.9, 0.6, ., 17.8, 2.1, -7.9
(19) OC(c1cccnc1)c1nc(-c2cccc(F)c2)cs1 (stereo not given)
 : ., ., ., ., ., 2.5, 2.2, -8.7, ., -0.8
(20) CCOc1ccc(NC(=O)CN(C)C(=O)CCSc2ccc(F)cc2)cc1OCC
 : ., ., -0.1, 2.3, -3.5, -0.4, -0.1, 13.5, 0.1, 7.0
(21) Cc1ccc(S(=O)(=O)N2CCOCC2)cc1NC(=O)c1ccncc1
 : ., ., ., -3.7, ., -3.0, 1.0, 6.3, ., -5.5
(22) CC1(C2CC2)NC(=O)N(CC(=O)Nc2ccc(F)cc2F)C1=O (stereo not given)
 : ., ., -3.3, 11.3, 6.1, i, 1.5, 0.8, -0.6, -6.8
(23) CCCCCCn1c(SCCC)nc2c1c(=O)[nH]c(=O)n2C
 : 2.3, -15.6, -7.3, -3.4, -0.3, 0.0, ., 0.2, 1.0, -3.6
(24) N=c1c(C(=O)NCC2CCCO2)cc2c(=O)n3ccccc3nc2n1Cc1cccnc1 (stereo not given)
 : -3.8, 26.7, -10.6, -17.8, 2.2, -1.4, ., -12.4, -1.0, 5.2
(25) CCOc1ccc(C(=O)Nc2ccccc2N2CCOCC2)cc1
 : 1.5, 3.3, -14.6, 1.2, -3.3, i, ., 9.1, 2.0, -8.0
(26) CCn1cc(CNCc2cn(-c3ccccc3C)nc2-c2ccc(OC)c(F)c2)cn1
 : 1.1, 29.6, -0.6, 9.2, -4.6, -0.2, ., 7.1, 0.2, -1.7
(27) CCOc1ccc(-c2nc(N)ncc2-c2ccccc2)c(O)c1
 : 0.1, 6.5, -9.1, 11.2, -9.7, -2.1, ., 12.3, 0.3, 6.8
(28) CCN(CC)S(=O)(=O)c1ccc2c(c1)nc(SCC(=O)N1CCOCC1)n2-c1ccccc1OC
 : 1.1, 27.3, 11.3, 2.4, -2.0, 0.3, ., 19.4, 0.9, -12.3
(29) Cn1c(=O)c2c(nc(N/N=C/c3cccnc3)n2Cc2ccc(F)cc2)n(C)c1=O
 : 3.1, 17.0, i, 5.4, 1.6, i, -2.0, -2.4, -0.3, -13.5

# Filtered by structure: those above containing an aryl methoxy group
# Every second line gives: 3CLpro inhibitor, DUSP3 inh, SSB-PriA inh, MazF activator, Rv3671c inh, Vc quorum ag, TcdB GH inh, Yp Topo-I inh, PfHsp40 rescue, Anthrax LF inh2
(3) COc1ccccc1NC(=O)C(=O)N/N=C/c1ccc([N+](=O)[O-])s1
 : 3.9, 38.0, ., 19.1, ., -0.3, -0.3, -3.0, -1.3, 0.4
(5) COc1ccccc1CN1C(=O)CCC1(C)C(=O)NCc1cccnc1 (stereo not given)
 : 0.2, -7.4, -14.2, 1.2, 4.3, -0.3, ., 5.5, 0.9, -5.9
(12) COc1ccc(Oc2nnnn2-c2ccccc2)cc1
 : -0.2, 3.3, -7.7, -3.4, 3.5, 1.3, -0.4, -0.7, -1.0, -2.9
(15) COc1cccc(NC(=O)c2ccccc2-c2nc(-c3ccccc3)no2)c1
 : 3.0, 8.6, 7.3, 0.5, -22.7, 3.6, ., 18.3, ?, -0.3
(26) CCn1cc(CNCc2cn(-c3ccccc3C)nc2-c2ccc(OC)c(F)c2)cn1
 : 1.1, 29.6, -0.6, 9.2, -4.6, -0.2, ., 7.1, 0.2, -1.7
(28) CCN(CC)S(=O)(=O)c1ccc2c(c1)nc(SCC(=O)N1CCOCC1)n2-c1ccccc1OC
 : 1.1, 27.3, 11.3, 2.4, -2.0, 0.3, ., 19.4, 0.9, -12.3

# Screening data as filed in PubChem.

# Not all compounds are listed; the hit share may differ from the screen's.
